Pf Dd2 growth: inhibitors of Plasmodium falciparum Dd2 growth; P. falciparum Dd2 growth, SYBR Green, 72 h; Potency, µM (highest dose often 28.9 µM), for inactives: at the highest dose activity, negative = inhibition, hits mostly inhibitors; 4.3% of 120,000 active; AID 1347417; active = well fitted inhibition curve with a large enough effect; inconclusive = small, poorly fitted or top-dose-only effect; inactive = no such curve, though single readings can be large or run the other way;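 note: plate controls were DMSO vehicle for no effect and reference drug for full effect; nearly all actives have a fitted effect of over 65% in size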
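Infected erythrocytes (Dd2, 0.3% parasitemia, 2.5% hematocrit final) are added to compound in RPMI-1640/Albumax II medium, grown 72 h at 37C in low oxygen, then lysed with saponin/Triton-X containing SYBR Green and read by fluorescence.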
Numbers without * were called inactive; i = inactive; u = inconclusive; [ ] = another dose, or the depositor's remark. Potency is the fitted concentration of half-maximal effect. The list is partial (hit frequency here may not be typical).

Sample of the layout (6 entries):
SMILES	Pf Dd2 growth
c1ccc(-c2cn3c(n2)CO[C@@H](CNCc2cccs2)C3)cc1	i
COc1ccc(-c2noc(-c3nc(Cc4ccccc4)no3)n2)cc1	i
C=C(C)CNC(=O)CC1COc2ccc(C(=O)NCCOC)cc2N1C (stereo not given)	-11%
C[S+](=O)([O-])c1ccc(-c2cc3c(cn2)CN(CCc2ccccc2)CCN3)cc1	u
CCn1ncc(N2CCC(NC(=O)CC3CCCCC3)CC2)cc1=O	-10%
COc1ccccc1CNC(=O)C1Cn2cccc2C(=O)N1Cc1cccnc1 (stereo not given)	4.5µM*

The whole of this part, from the start:
SMILES	Pf Dd2 growth
c1ccc(-c2cn3c(n2)CO[C@@H](CNCc2cccs2)C3)cc1	i
COc1ccc(-c2noc(-c3nc(Cc4ccccc4)no3)n2)cc1	i
C=C(C)CNC(=O)CC1COc2ccc(C(=O)NCCOC)cc2N1C (stereo not given)	-11%
C[S+](=O)([O-])c1ccc(-c2cc3c(cn2)CN(CCc2ccccc2)CCN3)cc1	u
CCn1ncc(N2CCC(NC(=O)CC3CCCCC3)CC2)cc1=O	-10%
COc1ccccc1CNC(=O)C1Cn2cccc2C(=O)N1Cc1cccnc1 (stereo not given)	4.5µM*
Cc1noc(C)c1C(=O)N1Cc2ccccc2CC2(CCN(CC3CCNC3)CC2)C1 (stereo not given)	u
Cn1nccc1C(O)c1cc2n(n1)CCN(CC(=O)N1CCOCC1)C2 (stereo not given)	-6%
O=C(NCCC1CCN(C(=O)Nc2ccc(F)cc2)CC1)C1CCCC1	-5%
CCN1C(=O)CCc2cc(NC(=O)c3ccn(CC)n3)ccc21	i
COc1ccc([C@H]2C[C@@H](O)[C@@H](O)[C@@H]2NS(=O)(=O)c2ccccc2)cc1	-5%[44.1 µM]
COc1cccc(N2CC(NC(=O)Cc3cccs3)CC2=O)c1 (stereo not given)	9%

Reformatted in markdown: entries from further up
| SMILES | Pf Dd2 growth |
| --- | --- |
| COc1ccccc1CNC(=O)C1Cn2cccc2C(=O)N1Cc1cccnc1 (stereo not given) | 4.5µM* |
| Cc1noc(C)c1C(=O)N1Cc2ccccc2CC2(CCN(CC3CCNC3)CC2)C1 (stereo not given) | u |
| Cn1nccc1C(O)c1cc2n(n1)CCN(CC(=O)N1CCOCC1)C2 (stereo not given) | -6% |
| O=C(NCCC1CCN(C(=O)Nc2ccc(F)cc2)CC1)C1CCCC1 | -5% |

The list goes on.
SMILES	Pf Dd2 growth
O=C1NC(=NC2CCCCC2)C2(CCN(Cc3ccc(F)cc3)C2)N1c1cc(F)cc(F)c1 (stereo not given)	1.8µM*
COc1ccccc1-c1ccc2ncc(Nc3ccccc3)n2n1	7.9µM*
Cc1ccc(/C=C/C(=O)Nc2ccc3nc(N4CCC(C)CC4)cc(C)c3c2)cc1	-5%
COc1ccc(C(=O)NCC(=O)N2CCCCCNC(=O)CC2c2ccccc2)cc1F (stereo not given)	-4%
O=C(NC1CCCC1)c1ccc2c(c1)N(S(=O)(=O)c1ccccc1)CC2	i
CCN1C(=O)Cc2ccccc2C1C(=O)NCc1cccc(F)c1 (stereo not given)	-3%
Cc1ccc2c(=O)cc(C(=O)Nc3sc4c(c3C(=O)NCC3CCCO3)CCCC4)oc2c1C (stereo not given)	21%
O=C(CCc1ccccc1)N1CCC(O)(c2csc(CN3CCc4ccccc4C3)n2)CC1	u
Cc1oc2ccc(O)c(CN(C)Cc3ccccc3)c2c1C(=O)Nc1cccc(C(F)(F)F)c1	u
CCc1ccc(NC(=O)N2CCCC(c3noc(COc4ccccc4)n3)C2)cc1 (stereo not given)	u
Cc1cc(C(=O)N2CCCCC2)c2c(C3CCNC3)noc2n1 (stereo not given)	1%
COc1ccccc1N1CCN(C(CNC(=O)C(=O)NCCCN(C)C)c2cccnc2)CC1 (stereo not given)	3%[0.594 µM]
COCCNC(=O)[C@@H]1C[C@H](Oc2cccnc2)CN1C(=O)c1ccc(OC)cc1OC	21%
O=C(O)c1cc(-c2ccccc2)nn1Cc1ccccc1	13%
CN1Cc2ccc(CN(C)C(=O)C3CCN(Cc4ccco4)CC3)cc2C1	0%
CCC(=O)Nc1cc(-c2cn3cccnc3n2)ccc1OC	-25%
O=C(NC1CCN(C(=O)N2CC3CC(C2)[C@H]2CCCC(=O)N2C3)CC1)c1ccccc1 (stereo not given in full)	-7%
Cc1noc(C)c1CC(=O)N1CCC(c2noc(-c3cnccn3)n2)C1 (stereo not given)	38%[activator][5.79 µM]
COc1ccccc1NC(=O)C1=C(C)Nc2nnnn2C1c1ccc(C(F)(F)F)cc1 (stereo not given)	-16%
CCC(CC)c1cc([C@H]2CN3CC[C@H]2C[C@@H]3COC(=O)Nc2ccccc2)nc(-c2ccncc2)n1	-13%
N#Cc1ccc(C(=O)N2CCCCCCNC(=O)[C@@H]3C[C@@H](c4nc(-c5cccnc5)no4)C[C@@H]32)cc1	-15%
COc1ccc(CNC(=O)c2nnn3c2CN(Cc2cccc(Cl)c2)C(=O)CC3)cc1OC	-19%
O=C(NCC1CCCN(C(=O)c2ccc3[nH]ccc3c2)C1)c1ccc(-c2ccccc2)cc1 (stereo not given)	u
CCC(=O)N1CCN(c2nc3c(s2)CC(C(=O)NC2CCCCCC2)CC3)CC1 (stereo not given)	-3%
O=C(Nc1ccc2c(c1)CN(Cc1ccccc1F)C(=O)CO2)c1ccc(Cl)cc1	-1%
COc1ccc2[nH]c3c(c2c1)CCNC31CCN(C(=O)CNC(C)=O)CC1	-24%
O=C(NCc1ccco1)Nc1cccc(-c2ccc(N3CCCC3)nn2)c1	11µM*
COc1cccc(Nc2ccnc(-c3nnc(C)n3C3CCCCC3)c2)c1	i
Cc1cccc(-c2cc(NC(=O)C(C)(C)C)n(-c3ccccc3)n2)c1	-3%
COc1ccc(-c2ccc(NS(=O)(=O)c3cc(C)c(C)cc3C)cc2)nn1	u
CCOc1cc(=O)n2c(c1C(=O)Nc1cc(Cl)ccc1Cl)CCCC2	-19%
COc1ccc(C(=O)N[C@@H]2CCC[C@@H]2C(=O)N(C)C)cc1	14%
CCc1ccc2nc(C)cc(C(=O)N3CCN(c4ccccc4)C(=O)C3)c2c1	i
COc1ccc(CNC(=O)c2ccc(NC(=O)N3CCSc4ncccc43)cc2)c(OC)c1	24%
COc1ccc2nc3n(c2c1)[C@@H](CNCc1ccc(C#N)cc1)COC3	i
O=C(Nc1cccc(F)c1)[C@@H](c1ccccc1)N1Cc2ccccc2C1=O	-10%
C=CCNC(=O)N1CCOC(CN(CC(C)C)C(=O)c2ccc(C)cc2)C1 (stereo not given)	u
CCN(C1CCOCC1)C1CN(C(=O)c2nccn2C)C1	8%
Cc1n[nH]c(C)c1Cc1ccc(C(=O)N2CCC(CCOc3ccc(F)cc3)C2)o1 (stereo not given)	u
Cc1ccc(CN2CC3(COCC2=O)CN(c2ccccc2)C3)cc1C	i
CCc1ccc(NC(=O)CSc2nnc(-c3cc4occc4n3C)n2-c2ccccc2C)cc1	i
CC1=C[C@@H](CNC(=O)c2cncnc2)[C@H](C(C)C)C[C@H]1CC(=O)N(C)Cc1ccccc1	-25%[44.1 µM]
O=C(c1ccc2c(c1)N(Cc1ccc(F)cc1)C(=O)c1ccccc1S2=O)N1CCOCC1 (stereo not given)	-15%
CN(Cc1ccccc1)Cc1cn(C[C@H]2O[C@@H](CC(=O)N3CCCC3)[C@H](O)[C@@H]2O)nn1	12%[44.1 µM]
Cc1cccc(OCCCn2c(CCNC(=O)C3CCCCC3)nc3ccccc32)c1	14µM*
Cc1cccc(C(=O)N2c3nc(-c4ccco4)nn3C3(CCCCC3)[C@@H]3CCCC[C@@H]32)c1	u
COc1ccccc1C(=O)N1CCC2(CC1)NC(=O)c1ccccc1O2	i
CNC(=O)[C@@H]1CN(C(=O)c2cc3cc(OC)ccc3[nH]2)C[C@H]1COC	-15%
CCn1c(C(=O)NCc2ccc(F)cc2)cc2oc3ccccc3c21	12%
COc1ccc(OC)c(NC(=O)C(CCSC)NS(=O)(=O)c2cccs2)c1 (stereo not given)	2%
Cc1ccc(C(=O)NCC(=O)OCc2cc(=O)n3c(C)csc3n2)cc1	i
CCS(=O)(=O)N1CCC(Cc2nncn2C)C1 (stereo not given)	32%[activator]
CC(C)OCCCNC(=O)Cn1nc2c(cc1=O)CCCCC2	-17%
CCNC(=O)N1CCOc2ccc(CN3CCOCC3)cc2C1	u
CCOc1ccc(NC(=O)c2cnc3sc(N4CCOCC4)nn3c2=O)cc1	-4%
CCN(CC)c1cc2c(cc1F)c(=O)c(S(=O)(=O)c1ccc(OC)cc1)cn2CC	u
O=C([C@H]1CCCO1)N1CCC(c2cc(-c3ccccc3Cl)n[nH]2)CC1	-1%
COc1cccc(C2Cn3nnc(-c4nc(-c5ccc(Br)cc5)no4)c3CO2)c1 (stereo not given)	i
Cc1n[nH]c(C)c1S(=O)(=O)N1CCCC(C(=O)Nc2ccc(Cl)cc2)C1 (stereo not given)	4%
O=C(NCc1ccccc1)c1cccc(NC(=O)N2CCSc3ncccc32)c1	7%

Five records picked at random from those above:
SMILES	Pf Dd2 growth
Cc1n[nH]c(C)c1S(=O)(=O)N1CCCC(C(=O)Nc2ccc(Cl)cc2)C1 (stereo not given)	4%
CCOc1ccc(NC(=O)c2cnc3sc(N4CCOCC4)nn3c2=O)cc1	-4%
CCn1c(C(=O)NCc2ccc(F)cc2)cc2oc3ccccc3c21	12%
COc1ccc(OC)c(NC(=O)C(CCSC)NS(=O)(=O)c2cccs2)c1 (stereo not given)	2%
COc1cccc(C2Cn3nnc(-c4nc(-c5ccc(Br)cc5)no4)c3CO2)c1 (stereo not given)	i

(list continues)
SMILES	Pf Dd2 growth
CCN(Cc1ccccc1)C(=O)CCS(=O)(=O)c1ccc2c(c1)oc(=O)n2C	22%
O=C(Nc1cccc2ccccc12)O[C@@H]1CO[C@H]2[C@@H]1OC[C@@H]2NS(=O)(=O)c1ccc2ccccc2c1	-23%
Cc1cc(=O)n(Cc2ccccc2)c2c1c(C)nn2C	-22%
O=C(NC[C@H]1OC[C@@H](NCc2ccccc2F)[C@@H]1O)c1cccs1	-14%[44.1 µM]
CCC1CCCCN1S(=O)(=O)c1ccc(NC(=O)c2cc(=O)c3ccccc3o2)cc1 (stereo not given)	i
COCCNC(=O)C(NC(=O)c1cccc(OC)c1)C1CCN(C(=O)COC)CC1 (stereo not given)	9%
CCCCCN1C(C(=O)c2ccccc2)=C(OC(=O)CC)c2ccccc2S1(=O)=O	3.2µM*
Cc1ccc(CCN2CCC3(Cc4ccccc4CNC3=O)C2)cc1 (stereo not given)	u
O=C(NC1CCCCC1)N[C@H]1CCN2C(=O)c3cc(-c4ccsc4)ccc3NC(=O)[C@H]12	i
COc1ccc(C2CC(=O)Nc3c2c(=O)nc2c(C)cccn32)cc1 (stereo not given)	22%
CCN1C(=O)Cc2cc(C(=O)NCc3ccc(F)cc3)ccc21	i
Cc1ccc(-c2nnc3ccc(N(C)CCN(C)C)nn23)nc1	-19%[44.1 µM]

The list goes on; it opens with the 2 that closed the last part.
SMILES	Pf Dd2 growth
CCN1C(=O)Cc2cc(C(=O)NCc3ccc(F)cc3)ccc21	i
Cc1ccc(-c2nnc3ccc(N(C)CCN(C)C)nn23)nc1	-19%[44.1 µM]
CN1CC(=O)N(C2CCNC2)Cc2c1ncnc2N1CCC(c2ccccc2)CC1 (stereo not given)	u
CO[C@@H]1CO[C@H]2[C@@H]1OC[C@@H]2NC(=O)Nc1cccc(C(F)(F)F)c1	i
CCn1ccc(C(=O)N2CCC3(CC2)CC(N2CCN(c4ccccn4)CC2)CCO3)n1 (stereo not given)	-8%
COC(=O)CC1Oc2ccccc2-n2cc(-c3ccccc3)nc21 (stereo not given)	u
CCOc1ccccc1NC(=O)C1CCN(S(=O)(=O)c2c(C)noc2/C=C/c2ccc(C)cc2)CC1	4%
Cc1nc2ccccc2c(=O)n1-c1ccc(NC(=O)c2ccc([N+](=O)[O-])cc2)cc1	15%
O=C(Cc1ccc(N(Cc2ccc(F)cc2)C(=O)c2ccco2)cc1)NCC1CC1	-5%
O=S(=O)(c1cccs1)N1CC(c2nc(-c3ccncc3)no2)C1	-10%
O=C1[C@H]2CN(Cc3ccncc3)C[C@H]2C(=O)N1Cc1ccc2c(c1)OCO2	-9%
CCc1ccccc1Nc1nc2ccccc2n2cnnc12	u
Cn1cc(CNC(=O)C[C@@H]2C[C@H]3O[C@H](CNCc4ccccc4OC(F)(F)F)[C@@H](O)[C@H]3O2)cn1	12%
O=C(c1ccccc1)N1c2ncnn2C2(CCCCC2)[C@@H]2CCCC[C@@H]21	-18%
O=C(NCCc1ccc(Cl)cc1)C(=O)NCC(c1ccco1)S(=O)(=O)c1cccs1 (stereo not given)	i
COCCOc1ccc2c(n1)CCN(C(=O)c1cccs1)C2	-16%
CS(=O)(=O)N1CCCOCCNC(=O)[C@@H]2CCC[C@@H]21	9%
CNC(=O)C(C)N(C)C(=O)c1coc(CN2CCN(c3ccccc3F)CC2)n1 (stereo not given)	19%
CCN1CCCCC12Cc1ccccc1CN(C(=O)Cc1ccc(O)cc1)C2 (stereo not given)	u
O=S(=O)(c1ccc(F)cc1)N(CC(O)Cn1c2ccccc2c2ccccc21)c1ccccc1 (stereo not given)	u
COc1ccc(S(=O)(=O)N(CCc2ccccc2)CC(=O)Nc2cccc(OC)c2)cc1	-28%
Cc1noc(-c2cccc(OC3CN(C(=O)C4CCOC4)C3)c2)n1 (stereo not given)	16%[5.79 µM]
O=C1NC2(CCN(Cc3ccccc3)CC2)Oc2ccccc21	u
CCOC(=O)c1ccc(NC(=O)C(=O)NCc2ccco2)cc1	u
O=C(Cn1c(=O)nc(-c2ccccc2)c2ccccc21)NCc1ccccc1Cl	-10%
Cc1ccc(Nc2cc(C)c(C#N)c3nc4ccccc4n23)c(C)c1	i
O=C1N(CCc2ccccc2)CCOC12CCN([S+](=O)([O-])c1cccnc1)CC2	-11%[44.1 µM]
COc1cccc(C(c2sc3nc(-c4ccco4)nn3c2O)N2CCN(c3ccccc3F)CC2)c1 (stereo not given)	-20%
